RTF Ca sens inh: cardiac RTF calcium desensitization. P19429+P45379. IANBD-labeled cardiac RTF, Ca2+ fluorescence. inhibition, % at 7.15 µM. 340,000 compounds, 0.12% hits;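 active = inhibition above the mean inhibition of all tested compounds plus 3 SD, cut at about 17% in these data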;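 also: assay run at fixed EC70 calcium of 1.6 mM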
CAL PDZ FP-1: human CAL PDZ-peptide interaction inhibition | Q9HD26 | purified CAL PDZ, TMR-peptide fluorescence polarization, 1 h | inhibition, % at 20 µM | 330,000 compounds, 0.02% hits | AID 504414;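 active = highest replicate inhibition of at least 40%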;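 also: plate controls were DMSO neutral control wells for no effect and unlabeled competitor peptide control wells for full effect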
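material = purified tagged CAL PDZ domain construct (CerCALP) | buffer or medium = sodium phosphate/NaCl buffer pH 7.4 with TCEP, IgG, Thesit | reagent = TMR-labelled reporter peptide T*-PRC34 bound in PDZ groove | incubation = 1 h room-temperature incubation prior to read | measured by = fluorescence polarization (mP) | evaluation = percent inhibition from loss of millipolarization | control set = unlabelled peptide and DMSO controls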
CAL PDZ FP-2: blocks peptide binding to the human CAL PDZ domain; 300,000 compounds, 0.92% hits; Q9HD26; AID 602252; purified CAL PDZ, TMR-peptide fluorescence polarization, 1 h; inhibition, % at 24.9 µM;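 active = mean inhibition of at least 30% with at least half of replicates also reaching 30%; inconclusive = no clear call, values can overlap the other calls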;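 also: 0% = DMSO neutral control and 100% = excess unlabeled competitor peptide PRC23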
Keap1-Nrf2 PPI: Keap1-Nrf2 (human) interaction inhibition | Q14145 | Keap1 Kelch-Nrf2 peptide fluorescence polarization, 1536-well | inhibition, % at 9.4 µM | 340,000 compounds, 0.15% hits; in the data active = inhibition above about 12%; inconclusive = no clear call, values can overlap the other calls; inactive = below about 7.3%;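 also: human Keap1 Kelch domain with fluorescein labeled Nrf2 9mer peptide probe; 0% = neutral control wells and 100% = peptide positive control; higher means more block of Keap1 binding to Nrf2 peptide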
RTF Ca sens act: increases calcium sensitivity of human cardiac regulated thin filaments | IANBD-labeled TnC RTF fluorescence at EC20 calcium; 0% EC20 calcium, 100% full calcium | P19429+P45379 | activation, % at 7.2 µM | AID 493008 | 340,000 compounds, 0.24% hits;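 active = activation above the mean over all tested compounds plus 3 SD, cut at about 30% in these data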;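 also: rise in fluorescence read as greater calcium sensitivity of cardiac thin filaments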
Rtt109 HAT inh: inhibitors of Candida albicans Rtt109/Vps75 histone acetyltransferase; Q5AAJ8; purified Rtt109/Vps75, ThioGlo CoA-SH fluorescence, 4 h; inhibition, % at 34.9 µM; 330,000 compounds, 0.16% hits; AID 540336;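 active = inhibition of at least 50% in every replicate; inconclusive = best replicate reaches 50% inhibition but some replicates fall short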
Target sequence (Q5AAJ8 whole entry, looked up): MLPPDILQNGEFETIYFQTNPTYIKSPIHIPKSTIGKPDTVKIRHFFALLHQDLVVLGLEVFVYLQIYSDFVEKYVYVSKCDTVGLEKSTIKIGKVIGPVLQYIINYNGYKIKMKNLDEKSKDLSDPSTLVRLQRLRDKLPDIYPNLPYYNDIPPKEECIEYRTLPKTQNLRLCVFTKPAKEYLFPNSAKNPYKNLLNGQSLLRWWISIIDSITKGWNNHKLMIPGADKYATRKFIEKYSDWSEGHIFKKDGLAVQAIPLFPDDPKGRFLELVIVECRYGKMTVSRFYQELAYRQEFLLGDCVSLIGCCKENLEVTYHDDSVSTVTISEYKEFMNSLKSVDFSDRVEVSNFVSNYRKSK
DAGLB inh: blocks human DAGLB lipase activity; HEK293T DAGLB membrane lysate, EnzChek fluorogenic substrate; inhibition, % at 5.17 µM; 340,000 compounds, 0.059% hits; AID 504411; in the data active = inhibition above about 34%;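 also: 0% = enzyme with vehicle and 100% = wells lacking enzyme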
SR-BI DiI-HDL act: enhances SR-BI lipid uptake from DiI-HDL; CHO ldlA[mSR-BI] cells, DiI-HDL uptake fluorescence, 3 h; 100 = double the neutral-control signal; activation, % at 12.5 µM; 320,000 compounds, 0.096% hits; AID 504775;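 active = mean replicate activation of at least 60% and every replicate at or above 60%; inconclusive = mean or all-replicate condition met, but not both; inactive = mean below 60% and not all replicates reaching 60%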;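 also: 0% = median plate neutral-control signal and 100% = twice that signal; values of inactives mirror those of a sister screen read the other way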
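Assay system: CHO ldlA[mSR-BI] cells, LDL receptor-null, SR-BI overexpressing; medium: Ham's F12 with 0.5% BSA, HEPES 25 mM, pH 7.4; also added: DiI-HDL 10 µg/mL; timing: 3 h uptake period with compound, 37 °C; signal: DiI fluorescence, bottom read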
PKA-R2B activ: activators of human PKA-R2B complex; 340,000 compounds, 0.079% hits; PKA-R2B holoenzyme dissociation, Cy5-IP20 fluorescence polarization; R2B truncated from residue 108, S112A mutant; 0% DMSO only, 100% 113 µM cGMP; activation, % at 11.4 µM; AID 504700; P22694+P31323;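 active = activation above a cutoff set at the mean over all compounds plus 3 SD, cut at about 18% in these data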;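 also: higher means more holoenzyme dissociation and a rise in polarization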
Target sequence (P31323 whole entry, looked up, other chains not shown, the tested form may be a part): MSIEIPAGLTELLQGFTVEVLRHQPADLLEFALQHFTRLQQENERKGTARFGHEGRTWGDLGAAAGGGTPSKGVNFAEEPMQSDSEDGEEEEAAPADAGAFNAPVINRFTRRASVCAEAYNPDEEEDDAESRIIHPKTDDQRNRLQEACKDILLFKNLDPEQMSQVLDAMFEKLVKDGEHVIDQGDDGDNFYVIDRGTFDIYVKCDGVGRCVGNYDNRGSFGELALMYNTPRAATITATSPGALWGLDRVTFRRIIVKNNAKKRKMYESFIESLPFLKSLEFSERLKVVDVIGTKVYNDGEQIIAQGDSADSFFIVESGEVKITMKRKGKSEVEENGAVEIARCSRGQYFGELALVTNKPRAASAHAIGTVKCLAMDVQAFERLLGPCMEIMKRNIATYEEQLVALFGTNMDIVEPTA
C-LANA FP: inhibitors of KSHV LANA C-terminal domain DNA binding. AID 504423. 340,000 compounds, 0.078% hits. MBP-C-LANA/FAM-LBS DNA binding, fluorescence polarization. inhibition, % at 9 µM;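 active = highest replicate inhibition at or above 60% at 9 µM, even if other replicates fall short; inactive = all replicates below 60% inhibition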;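 also: 0% = neutral control wells and 100% = 4 µM acridine orange control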
* marks the source's active call; other numbers are inactive results; u = inconclusive; x = not tested or not shown.

canonical_smiles	RTF Ca sens inh	CAL PDZ FP-1	CAL PDZ FP-2	Keap1-Nrf2 PPI	RTF Ca sens act	Rtt109 HAT inh	DAGLB inh	SR-BI DiI-HDL act	PKA-R2B activ	C-LANA FP
O=c1oc2c3c4c(cc2s1)CCCN4CCC3	-17	0.6	-2	2	8	u	-6	3	-3	5.9
CCCn1nnc(NC(=O)c2ccc3c(c2)OCO3)n1	-4	-1.1	103*	1	1	1	-1	26	6	0.9
CCOc1ccccc1NC(=O)COC(=O)CN(C)S(=O)(=O)c1ccc(C)cc1	5	-0.7	x	-1	4	-4	-2	7	2	-1.0
Cc1ccccc1C(=O)NC(=S)N(Cc1ccccc1)c1ccccn1	2	0.3	-2	1	-2	-2	-1	12	3	1.1
COc1cc(Cl)c(C)cc1NC(=O)COC(=O)C1=COCCO1	-4	-2.2	-3	2	-6	-1	-11	18	-4	0.2
CCCOc1ccc(/C=C2\SC(N)=NC2=O)cc1OC	-5	-2.4	-9	1	6	-8	0	-2	6	1.2
CN(C)C(=O)CN1CCN(C(=O)CCl)CC1	-15	0.7	x	-4	-2	-20	1	6	-10	0.9
CCC/C(O)=C1\C(=O)CCCC1=NCCc1ccc(OCC)c(OCC)c1	2	-1.0	-3	3	1	-1	0	-7	3	-0.2
O=C(O)CC/C(=N\NC(=O)CNC(=O)/C=C/c1ccccc1)c1ccccc1	-5	0.9	4	5	-2	21	-3	9	0	3.0
CCOC(=O)Cc1csc(NC(=O)c2ccc(Cl)nc2)n1	-13	-1.1	x	-1	-1	4	4	-37	11	0.4
CCc1c(C)nc2cc(-c3ccc(OC)c(OC)c3)nn2c1NCC1CC1	-1	x	-2	-8	-1	4	1	-89	-5	-3.2
COC(=O)C(NC(=O)c1ccco1)(Nc1ccc(Br)cn1)C(F)(F)F (stereo not given)	-9	-4.2	5	3	-6	-6	-4	7	-13	-0.1
CCOc1ccc(CCNC(=O)CCS(=O)(=O)c2ccc(C)cc2)cc1OCC	-1	-1.2	12	-5	-2	0	2	-6	-5	1.3
O=C(Nc1cccc(F)c1)C1CCCN(S(=O)(=O)c2cccc3cccnc23)C1 (stereo not given)	4	-0.5	x	-4	5	-3	-3	12	-1	1.1
N#C/C(=C\c1ccccc1)c1ccccn1	-3	6.6	1	-5	0	-12	1	19	-9	2.2
COCCCNC(=O)c1cccc2c(=O)c(C)c(-c3ccccc3)oc12	-4	-0.8	-3	3	2	-2	2	22	1	2.2

Filtered by structure: those above with a Cl atom (3)
canonical_smiles	RTF Ca sens inh	CAL PDZ FP-1	CAL PDZ FP-2	Keap1-Nrf2 PPI	RTF Ca sens act	Rtt109 HAT inh	DAGLB inh	SR-BI DiI-HDL act	PKA-R2B activ	C-LANA FP
COc1cc(Cl)c(C)cc1NC(=O)COC(=O)C1=COCCO1	-4	-2.2	-3	2	-6	-1	-11	18	-4	0.2
CN(C)C(=O)CN1CCN(C(=O)CCl)CC1	-15	0.7	x	-4	-2	-20	1	6	-10	0.9
CCOC(=O)Cc1csc(NC(=O)c2ccc(Cl)nc2)n1	-13	-1.1	x	-1	-1	4	4	-37	11	0.4

More structures.
canonical_smiles	RTF Ca sens inh	CAL PDZ FP-1	CAL PDZ FP-2	Keap1-Nrf2 PPI	RTF Ca sens act	Rtt109 HAT inh	DAGLB inh	SR-BI DiI-HDL act	PKA-R2B activ	C-LANA FP
COc1cccc(C(=O)Nc2nc3ccc(S(C)(=O)=O)cc3s2)c1	-5	-1.8	-3	-2	5	3	-3	-71	-3	0.2
O=C1CCC(C(=O)N2CCSCC2)CN1Cc1ccc(Cl)cc1 (stereo not given)	0	-1.3	-1	1	-7	6	0	4	-4	-1.3
Cc1ncc(CO)c(CO)c1O	9	0.2	-3	-4	3	-2	2	9	1	0.1
CCOc1ccccc1N1CC(C(=O)N2CCc3ccccc32)CC1=O (stereo not given)	-2	-0.3	0	-6	0	15	-4	2	-3	-0.5
CCOC(=O)c1cn(CC)c2ccc(Br)cc2c1=O	-5	-0.5	-2	2	-1	x	2	-6	2	-1.7
O=S(=O)(c1ccccc1Br)N1CCC(O)(c2cccnc2)CC1	-3	x	-6	-5	0	-7	-2	8	3	-1.1
CCOc1ccc(S(=O)(=O)NCc2ccncc2)cc1NC(=O)c1ccccc1F	3	-2.3	-3	-4	-4	9	0	-26	-7	-0.5
O=C(NNC(=S)NCc1ccco1)c1ccccc1Br	-8	-1.2	-5	4	-1	3	2	5	0	-1.8

Arranged by count of non-hydrogen atoms (smallest number first): 3 of the compounds above
canonical_smiles	RTF Ca sens inh	CAL PDZ FP-1	CAL PDZ FP-2	Keap1-Nrf2 PPI	RTF Ca sens act	Rtt109 HAT inh	DAGLB inh	SR-BI DiI-HDL act	PKA-R2B activ	C-LANA FP
Cc1ncc(CO)c(CO)c1O	9	0.2	-3	-4	3	-2	2	9	1	0.1
O=C(NNC(=S)NCc1ccco1)c1ccccc1Br	-8	-1.2	-5	4	-1	3	2	5	0	-1.8
CCOc1ccc(S(=O)(=O)NCc2ccncc2)cc1NC(=O)c1ccccc1F	3	-2.3	-3	-4	-4	9	0	-26	-7	-0.5

(further entries)
canonical_smiles	RTF Ca sens inh	CAL PDZ FP-1	CAL PDZ FP-2	Keap1-Nrf2 PPI	RTF Ca sens act	Rtt109 HAT inh	DAGLB inh	SR-BI DiI-HDL act	PKA-R2B activ	C-LANA FP
CN(C(=O)COC(=O)c1ccccc1SCC(=O)N1CCCC1)C1CCS(=O)(=O)C1 (stereo not given)	0	-0.3	x	1	-6	-2	-2	51	2	2.3
Cc1nnsc1C(=O)Nc1cccc(Cl)c1Cl	0	-3.4	-3	-4	-1	-3	-1	-20	1	1.8
COc1ccc(C(=O)Nc2ccc(S(=O)(=O)NC(C)C)cc2)cc1	-3	-0.9	x	0	-4	-3	-2	18	3	0.3
CCc1cc(OCCCSc2nc(C)cc(=O)[nH]2)ccc1Cl	-4	-2.1	x	0	7	2	1	11	-3	-1.3
COc1cc(C)ccc1OCC(=O)Nc1ccc2c(c1)OCO2	1	-2.9	-1	-1	-3	-1	-15	x	-6	-1.0
O=C(O)Cn1nc(C(F)(F)F)c2c1CCCC2	x	0.2	0	-4	x	-5	x	10	x	0.8
CCN(CC)S(=O)(=O)c1ccc(/C=C/C(=O)OCC(=O)NC(=O)C2COc3ccccc3O2)cc1 (stereo not given)	-1	0.7	6	2	8	5	-2	-8	11	1.1
COC(=O)c1n[nH]nc1-c1ccccc1	-13	-0.8	-1	-3	3	9	0	42	14	-1.3
CCOC(=O)c1c(NC(=O)CN2CCN(C(=O)C3CCCO3)CC2)sc(C)c1C (stereo not given)	1	0.5	-4	-5	6	-4	-3	-2	0	1.5
CC(C)(C)[C@H]1COC(=O)[C@@H](Cc2ccc(F)cc2)C/C=C\C[C@@H](CC(=O)N[C@H](CO)Cc2ccccc2)C(=O)N1	-7	-0.8	-2	-1	7	-2	0	-7	-2	-0.2
Cc1nn(Cc2ccccc2)c(C)c1CNC(=O)CN=C1NS(=O)(=O)c2ccccc21	-3	-2.2	2	-8	-1	-2	2	18	-4	0.3
COc1ccc(Nc2nc(N)nc(CN3CCc4ccccc4C3)n2)cc1	-10	0.2	24	-1	-1	-4	6	-12	4	-1.6
COc1ccc(NS(=O)(=O)c2cccc(N/C(=N\S(=O)(=O)c3ccccc3)c3ccc(F)cc3)c2)cc1	-5	0.2	-5	-5	-4	-4	-3	2	-1	2.2
Oc1c(Br)cc(Br)cc1/C=N/c1nccs1	1	-0.7	-2	-5	3	-6	12	6	0	1.3
N#Cc1c(Nc2ccc(F)cc2)sc(C(=O)c2ccc(F)cc2)c1N	-1	-1.2	-3	3	-7	x	3	-30	-9	1.5
COc1cccc(N(CC(=O)NC2CCCCC2)C(=O)CCC(=O)Nc2nccs2)c1	0	-2.2	4	-7	-3	-3	4	8	-5	-0.7
Clc1cccc2sc(-c3nnc(-c4ccccc4)o3)c(Cl)c12	-8	-1.3	-1	-1	-3	22	-1	15	4	1.9
O=C(c1ccc(-c2ccc([N+](=O)[O-])cc2)o1)N1CCCCC1	-16	-1.4	-5	3	1	0	2	-48	7	-0.7
CCCCCc1ccc(-c2cn(Cc3ccc([N+](=O)[O-])cc3)nn2)cc1	-17	-0.3	1	0	-9	4	-10	-11	-1	-1.2
C=CCSc1nc2c(cc1C#N)CCC2	-5	-1.8	x	0	1	-1	-9	27	0	-0.1
O=C(c1cccc([N+](=O)[O-])c1)N1CCN(C(=O)c2ccco2)CC1	0	-0.6	-5	-4	1	-7	-1	27	-1	-1.7
CC(C)(C)NS(=O)(=O)c1ccc(/C=C/C(=O)O)cc1	-17	-0.9	4	-3	3	-12	-1	x	-4	-0.3
O=C(CSc1nc2ccccc2n1S(=O)(=O)c1ccccc1)N1CCCCC1	-4	-1.6	0	-8	-1	-2	-7	28	6	-0.9
C/C(=N/NS(=O)(=O)c1ccc(Cl)cc1)c1ccc2c(c1)OCO2	-2	-0.1	x	-4	4	1	-3	-19	-5	0.1

High-throughput results (PubChem)

Rows were taken by chance. Share with any hit: about 1.6%.
